Rtt109 HAT inh – blocks Candida albicans Rtt109/Vps75 acetyltransferase activity; Q5AAJ8; purified Rtt109/Vps75, ThioGlo CoA-SH fluorescence, 4 h; 0.16% of 330,000 active; inhibition, % at 34.9 µM; AID 540336;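 active means inhibition of at least 50% in every replicate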
Target sequence (Q5AAJ8 whole entry, looked up): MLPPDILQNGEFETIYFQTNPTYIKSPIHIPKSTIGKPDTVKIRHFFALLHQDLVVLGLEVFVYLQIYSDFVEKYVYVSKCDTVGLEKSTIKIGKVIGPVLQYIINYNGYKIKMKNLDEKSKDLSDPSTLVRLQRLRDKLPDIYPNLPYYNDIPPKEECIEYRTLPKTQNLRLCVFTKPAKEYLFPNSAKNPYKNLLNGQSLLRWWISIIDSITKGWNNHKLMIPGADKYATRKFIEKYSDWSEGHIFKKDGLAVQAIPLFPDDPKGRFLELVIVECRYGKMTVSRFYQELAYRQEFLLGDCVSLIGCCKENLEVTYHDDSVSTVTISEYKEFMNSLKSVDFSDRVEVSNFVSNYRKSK
Wnt bcat act – Wnt/beta-catenin pathway activation; 1.2% of 300,000 active; activation, % at 9.35 µM; Wnt/beta-catenin reporter cell assay, activator, plate reader; in the data active means activation above about 30%, passing the limit was not always enough;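 further: 0% = neutral control wells and 100% = positive control wells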
AddAB inh – less growth of phage-infected E. coli with AddAB | E. coli expressing H. pylori AddAB, absorbance growth | inhibition, % at 11.9 µM | 0.29% of 330,000 active | AID 435030; in the data active means inhibition above about 12%;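 further: 0% = vehicle wells of infected cells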
DAGLB inh – blocks human DAGLB lipase activity. HEK293T DAGLB membrane lysate, EnzChek fluorogenic substrate. inhibition, % at 5.17 µM. 0.059% of 340,000 active. AID 504411; in the data active means inhibition above about 34%;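 further: 0% = enzyme with vehicle and 100% = wells lacking enzyme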
Target sequence (Q8NCG7 whole entry, looked up): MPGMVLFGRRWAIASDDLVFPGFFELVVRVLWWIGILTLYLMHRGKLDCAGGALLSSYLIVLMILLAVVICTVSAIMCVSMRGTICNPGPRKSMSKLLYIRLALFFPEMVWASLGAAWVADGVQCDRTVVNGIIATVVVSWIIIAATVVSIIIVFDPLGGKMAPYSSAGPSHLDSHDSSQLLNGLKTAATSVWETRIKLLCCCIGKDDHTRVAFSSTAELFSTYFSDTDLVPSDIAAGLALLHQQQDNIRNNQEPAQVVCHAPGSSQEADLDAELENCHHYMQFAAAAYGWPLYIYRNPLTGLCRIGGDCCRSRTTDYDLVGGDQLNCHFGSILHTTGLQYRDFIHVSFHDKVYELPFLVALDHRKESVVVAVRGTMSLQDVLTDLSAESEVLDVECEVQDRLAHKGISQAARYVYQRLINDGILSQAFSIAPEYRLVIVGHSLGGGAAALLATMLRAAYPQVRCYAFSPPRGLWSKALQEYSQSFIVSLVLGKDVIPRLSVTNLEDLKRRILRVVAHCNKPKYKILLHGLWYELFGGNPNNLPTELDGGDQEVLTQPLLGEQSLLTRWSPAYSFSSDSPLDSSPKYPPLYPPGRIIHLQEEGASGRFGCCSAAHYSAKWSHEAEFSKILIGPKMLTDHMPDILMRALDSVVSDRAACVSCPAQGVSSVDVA
phage Ecoli inh – E. coli growth loss with phage present | growth absorbance | inhibition, % at 11.9 µM | 0.26% of 360,000 active | AID 651602; in the data active means inhibition above about 11%
Tat export inh – blocks Tat-dependent protein export in E. coli; E. coli MC4100 TorA-mCherry Tat export, fluorescence; inhibition, % at 10 µM; 0.036% of 340,000 active; AID 488895;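 active means mean replicate inhibition at least 50% and at least half of replicates individually reaching 50%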;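 further: exported cargo escapes ClpAP degradation while cytoplasmic cargo is degraded and loses fluorescence; 0% = median of neutral control wells and 100% = median of NaSCN control wells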
CAL PDZ FP – human CAL PDZ-peptide interaction inhibition; Q9HD26; purified CAL PDZ, TMR-peptide fluorescence polarization, 1 h; inhibition, % at 20 µM; 0.02% of 330,000 active;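 active means highest replicate inhibition of at least 40%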;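 further: plate controls were DMSO neutral control wells for no effect and unlabeled competitor peptide control wells for full effect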
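Assay system – tagged CAL PDZ protein CerCALP, purified · Timing – 1 h at RT · Compound – single point, 20 µM · Measured by – fluorescence polarization from S- and P-plane intensities, G-factor corrected · Evaluation – inhibition from polarization loss · Probe or stimulus – TMR reporter peptide T*-PRC34 · Buffer or medium – pH 7.4 phosphate-saline buffer, reducing agent, detergent, IgG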
PvdQ inh – blocks Pseudomonas aeruginosa PvdQ acylase activity; purified PvdQ acylase, fluorescence plate reader; inhibition, % at 10 µM; 0.063% of 340,000 active; AID 488965; in the data active means inhibition above about 30%, passing the limit was not always enough;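 further: 0% = vehicle neutral wells and 100% = reference inhibitor wells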
Ecoli viability – reduces bacterial viability in AddAB counter-screen. AID 449728. 0.27% of 330,000 active. inhibition, % at 11.9 µM. E. coli V3065 growth, OD600 absorbance, 18 h;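 active means inhibition above the campaign's mean inhibition across all tested compounds plus 3 SD, cut at about 9.9% in these data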;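 further: uninfected addAB+ strain grown without phage in ampicillin broth; 0% = DMSO wells and 100% = ciprofloxacin 0.95 µg/ml wells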
PfHsp90 set2 – reduces growth (ATP signal) of yeast expressing P. falciparum Hsp90. S. cerevisiae expressing PfHsp90, BacTiter-Glo ATP, 48 h; yeast lacking PDR1 and PDR3 efflux regulators. inhibition, % at 9.4 µM. 0.32% of 310,000 active;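 active means every replicate shows inhibition above about 80%, whatever the replicate mean, limit read from the data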;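 further: 0% = DMSO neutral controls and 100% = 20 µM radicicol positive controls; yeast relying on Plasmodium falciparum Hsp90 in place of its own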
* marks the source's active call; other numbers are inactive results; . = no result given. Compounds as they come; 1.9% or so of the library scored in one or more.

SMILES,Rtt109 HAT inh,Wnt bcat act,AddAB inh,DAGLB inh,phage Ecoli inh,Tat export inh,CAL PDZ FP,PvdQ inh,Ecoli viability,PfHsp90 set2
NNC(=O)CSc1nc(-c2ccccc2)cn1-c1ccccc1,0,0,0.2,-2,-0.8,5,-1.0,-19,-1.0,9
CCOCCCNC(=S)N1C2CCC1CC(NC(=O)NC13CC4CC(CC(C4)C1)C3)C2 (configuration not stated),17,0,0.7,0,-1.4,-6,-1.8,-1,2.9,10
Cc1ccc(NC(=O)COC(=O)C(NS(=O)(=O)c2ccc(Cl)cc2)C(C)O)cc1C (configuration not stated),-2,.,0.7,-4,3.6,4,0.3,-15,-0.5,15
CCn1c(SCC(=O)Nc2ccc(OC)c(OC)c2)nnc1-c1cccs1,1,-2,-0.6,-4,3.0,-7,-0.9,-13,-2.0,34
O=C(NCc1ccccn1)Nc1ccc2c(c1)OCO2,4,17,3.3,3,2.1,-3,0.4,5,-0.2,-4
CC1CCCC(NC(=O)COC(=O)/C=C/c2ccc(S(=O)(=O)N3CCOCC3)cc2)C1C (configuration not stated),-5,-11,-1.4,2,1.4,-3,-0.1,-7,-0.6,-6
CCN(CCn1cccn1)C(=O)CCc1nnc(-c2ccc3c(c2)OCO3)o1,2,8,2.2,-1,3.9,0,-1.3,-10,-0.7,31
C=CCn1c(SCC(=O)Nc2cc(C)c(Cl)cc2OC)nnc1-c1ccco1,12,.,-0.2,-3,1.8,6,-2.5,-7,1.9,-3
Cc1ccc(C(=O)NCC(=O)NC2CCCCCC2)cc1,61*,-1,-1.1,-2,-3.4,-10,-0.2,1,1.0,20
COc1ccccc1/C=C/C(=O)OCC(=O)c1c(N)n(C)c(=O)n(C)c1=O,-3,.,1.6,1,1.3,-10,-1.0,20,-0.5,11
CSc1ccc(/C=N/n2c(C)nc3ccccc3c2=O)cc1,1,7,.,-2,2.7,-15,0.9,-14,.,-7
COc1ccccc1NC(=O)CCC(=O)OC(C)C(=O)c1ccccc1 (configuration not stated),-2,0,6.2,0,0.1,-19,-1.4,-4,0.4,-3
Cc1ccc(NC(=O)NNC(=O)c2ccccc2)cc1,-4,6,-3.0,-4,1.1,-2,-1.1,-12,-0.4,5
C=C(C(=O)c1ccccc1)C(c1ccccc1)C(C)C(=O)c1ccccc1 (configuration not stated),9,-13,-0.6,-1,4.1,25,-2.5,-15,-1.4,14
O=C(Nc1ccccc1C(F)(F)F)N1CCN(c2ccccn2)CC1,-1,0,0.0,0,4.2,1,-3.1,-5,-2.1,-20
CN(C)CCNc1oc(COc2ccc(Cl)cc2Cl)nc1C#N,-4,.,-1.0,1,2.8,-2,-0.1,-5,-2.5,11
CCN1CCN(C(=O)C2CCCN(S(=O)(=O)c3cc(Cl)ccc3Cl)C2)CC1 (configuration not stated),-4,-2,-2.1,2,1.6,-3,-2.1,-2,2.0,-57
CCCc1nnc(NC(=O)Cn2c(=O)sc3ccccc32)s1,.,.,1.7,0,0.5,-4,-2.9,-11,0.6,.
CCOC(=O)Cn1c(CN2CCOCC2)nc2c1c(=O)n(C)c(=O)n2C,-8,0,-1.5,0,0.5,0,-0.4,-18,-2.3,2
COc1cccc(CNC(=O)c2cnc(-c3ccccn3)nc2C(F)(F)F)c1,-13,3,-0.5,-1,1.6,-1,-1.2,-9,0.4,-2

Continuation:
SMILES,Rtt109 HAT inh,Wnt bcat act,AddAB inh,DAGLB inh,phage Ecoli inh,Tat export inh,CAL PDZ FP,PvdQ inh,Ecoli viability,PfHsp90 set2
CCc1n[nH]c(=S)n1/N=C/C(C)=C\c1ccccc1,1,-1,-0.4,-9,2.0,1,-0.9,-17,-0.3,-10
COc1ccc(OC)c(C(=O)c2ccc(C(=O)Nc3ccc(NC(C)=O)cc3)cc2)c1,-5,-4,5.1,0,-0.4,4,-0.4,-7,-1.9,-27
CCN(CC)CCNC(=O)c1ccc2c(=O)n(C3CCCC3)c(=S)[nH]c2c1,0,.,-1.8,0,1.7,1,-3.3,-15,-3.1,8
C/C(=C\C(=O)C(F)(F)F)Nc1ccc(C(F)(F)F)cc1,4,.,0.6,-1,2.0,-3,.,-17,1.2,0
COc1ccccc1CNC(=O)CN1CCN(S(=O)(=O)c2cccs2)CC1,.,-2,0.7,0,2.9,-26,-0.1,-6,0.1,-5
O=C(CN1C(=O)S/C(=C\c2ccc(C(=O)O)cc2)C1=O)Nc1ccccc1,7,0,-2.7,0,-1.0,-6,-2.2,-2,0.2,-10
CC(C)(C)NC(=O)C(c1cccs1)N(Cc1ccco1)C(=O)c1csnn1 (configuration not stated),12,-1,1.5,-4,0.5,-4,-1.6,16,1.9,-7
COC(=O)c1cc(NC(=O)c2c(-c3ccccc3)noc2C)ccc1N1CCOCC1,9,0,1.2,0,1.2,-12,-1.0,-5,1.3,1
CCCCCCCCCC(=O)N1CCN(c2cc3c(cc2F)c(=O)c(C(=O)O)cn3CC)CC1,-4,-1,-0.4,-2,0.7,0,-0.4,8,1.4,-2
Cc1cccc(C)c1OCC(O)Cn1ccnc1C (configuration not stated),16,-5,1.7,0,2.2,-8,0.3,-1,1.9,-37
CCN(CC)S(=O)(=O)c1cnccc1N1CCN(c2cccc(Cl)c2)CC1,9,.,0.1,2,1.2,0,0.8,7,0.1,12
CCCNC(=O)CCC(=O)Nc1ncc(-c2ccc(C)cc2)n1C,-7,8,-0.3,5,0.9,-2,-5.4,-18,1.0,.
O=C1NC(=O)C(=Cc2ccc(Cl)c(Cl)c2)S1,-1,-2,.,13,3.3,1,-1.2,-13,.,-56
CC(=O)N1CCN(c2cc3c(cc2F)c(=O)c(C(=O)O)cn3C2CC2)CC1,-4,-1,102*,0,96*,62*,-1.7,-3,101*,-11
O=C(CSc1nc(Nc2ccccc2)nc(N2CCOCC2)n1)Nc1cccc([N+](=O)[O-])c1,23,1,-1.4,-2,0.2,6,-3.3,-20,1.2,-1
COc1cc2c(cc1OC)CN(C(=S)Nc1c(C)cccc1C)CC2,-9,-8,2.9,0,4.5,12,-0.5,12,0.6,7
CN1C(=O)c2cccc3c(S(N)(=O)=O)ccc1c23,-155,0,0.4,0,-1.0,-4,-2.0,-15,-0.3,-10
CCc1nonc1NC(=O)c1oc2cc(C)c(Cl)cc2c1C,-31,0,2.4,1,1.8,1,-1.9,-3,-0.2,-4
CC(C)N1CCN(C2CSCCSC2)CC1CCO (configuration not stated),-23,0,4.0,3,1.7,-2,-1.5,-12,0.3,-8
O=C(NC(=S)Nc1ccc(Cl)cn1)c1cc([N+](=O)[O-])ccc1N1CCOCC1,6,0,4.4,-3,1.5,-1,-1.1,2,0.6,-2

Continued.
SMILES,Rtt109 HAT inh,Wnt bcat act,AddAB inh,DAGLB inh,phage Ecoli inh,Tat export inh,CAL PDZ FP,PvdQ inh,Ecoli viability,PfHsp90 set2
Cc1ccc(-c2nnc(SCC(N)=O)nc2-c2ccc(C)cc2)cc1,-10,-4,1.6,0,2.7,0,-3.4,-3,-1.4,15
C(/C=C/c1ccccc1)=N/N1CCN(c2ccccc2)CC1,-10,-1,1.4,-1,-0.4,-13,0.2,3,-1.0,7
Nc1c(NCCN2CCCCC2)c2ccccc2oc1=O,-37,-1,2.8,2,-1.2,-6,-0.7,-6,-1.0,7
COCCSc1ccccc1C(=O)Nc1cc(C)cc(C)c1,.,-1,-0.3,-2,2.5,-8,-0.4,-6,-3.2,16
O=C(O)C1CCN(c2ncccn2)CC1,-17,0,1.9,-1,3.6,2,-0.3,-7,2.1,1
CCCCNC(=O)CC1N=C2c3ccccc3N=C(SCC(=O)Nc3cccc(OC)c3)N2C1=O (configuration not stated),-6,-6,2.0,1,-2.5,5,-0.7,0,1.6,.
COc1ccc(NC(=O)CSc2c3c(nc4cc(Cl)ccc24)CCCC3)cc1OC,-3,3,-1.2,-5,6.1,-2,0.5,-1,-2.4,6
Fc1ccccc1N1CCN(C(c2ccccn2)c2nnnn2C2CCCCC2)CC1 (configuration not stated),-4,-7,0.9,-7,-2.2,6,-2.4,-20,-2.0,5
C[C@H](CO)N1C[C@H](C)[C@@H](CN(C)CC2CCCCC2)Oc2c(NC(=O)C3CC3)cccc2C1=O,23,2,2.6,4,1.1,-4,0.0,-10,1.0,-18
O=c1c2ccccc2nc(N/N=C/c2c(O)ccc3ccccc23)n1O,7,.,19*,20,21*,4,0.0,7,24*,8
CCC(CO)N=CC1=C(O)C(C(=O)c2ccccc2)CCC1=O (configuration not stated),3,-2,1.7,-2,2.5,2,-0.2,-19,0.0,5
O=c1cc(N2CCCC2)[nH]c(=O)n1-c1ccc(Cl)cc1,2,0,-1.8,0,0.5,-5,1.7,-10,2.7,24
O=C(Nc1ccc2c(c1)OCCO2)c1cc2ccccc2o1,6,5,3.9,-2,3.5,-9,-0.2,-10,0.6,-9
O=C(OCc1cncs1)c1cccs1,7,0,-0.2,-1,2.9,-3,-2.1,10,2.5,0
CCOC(=O)Cn1c(=NC(=O)CSC(C)=O)sc2ccccc21,-3,7,-0.6,-4,1.1,-2,-0.6,-7,0.7,3
Nc1cc(=O)[nH]n1C1CCN(c2ccccc2)CC1,4,.,0.2,-1,1.6,-1,-1.2,6,4.3,11
COC(=O)c1sccc1NC(=O)c1c(C)noc1C,-3,.,2.6,-3,1.3,-13,-1.8,-7,0.9,.
COc1ccc(NC(=O)CN(C)C(=O)CN2C(=O)c3ccc([N+](=O)[O-])cc3C2=O)cc1,12,6,0.9,-3,0.0,-5,-2.3,5,2.3,10
COc1cc(NC(=O)CSCc2ccc(Cl)cc2Cl)c(C(=O)O)cc1OC,-6,1,2.2,1,-0.2,-11,-0.5,8,-0.8,1
CCC1=NN2C(=N)/C(=C/c3ccc(OS(=O)(=O)c4ccc(C)cc4)c(OC)c3)C(=O)N=C2S1,-1,-6,1.8,5,1.1,0,-0.3,5,-2.4,-1

Four entries already listed, ordered by heavy-atom count, rising.
SMILES,Rtt109 HAT inh,Wnt bcat act,AddAB inh,DAGLB inh,phage Ecoli inh,Tat export inh,CAL PDZ FP,PvdQ inh,Ecoli viability,PfHsp90 set2
O=C(OCc1cncs1)c1cccs1,7,0,-0.2,-1,2.9,-3,-2.1,10,2.5,0
COC(=O)c1sccc1NC(=O)c1c(C)noc1C,-3,.,2.6,-3,1.3,-13,-1.8,-7,0.9,.
Fc1ccccc1N1CCN(C(c2ccccn2)c2nnnn2C2CCCCC2)CC1 (configuration not stated),-4,-7,0.9,-7,-2.2,6,-2.4,-20,-2.0,5
CCC1=NN2C(=N)/C(=C/c3ccc(OS(=O)(=O)c4ccc(C)cc4)c(OC)c3)C(=O)N=C2S1,-1,-6,1.8,5,1.1,0,-0.3,5,-2.4,-1

Following part:
SMILES,Rtt109 HAT inh,Wnt bcat act,AddAB inh,DAGLB inh,phage Ecoli inh,Tat export inh,CAL PDZ FP,PvdQ inh,Ecoli viability,PfHsp90 set2
CC(O)CNCCCOc1cccc(C(F)(F)F)c1 (configuration not stated),9,-2,1.0,-2,0.3,0,-0.2,-2,-1.5,.
Cc1ccc(NC(=O)c2ccc(S(=O)(=O)N3CC(C)CC(C)C3)cc2)cc1S(=O)(=O)N1CCOCC1 (configuration not stated),9,-3,.,-3,0.1,-1,-1.5,5,.,-29
CCCCN1C(N)=NC[C@@H]1Cc1ccccc1,7,0,2.2,-2,3.3,-7,-1.9,2,-0.3,2
Cc1cc(C)c2nc3nc(C)c(C)cc3c(N)c2c1,-276,1,.,-2,1.2,0,-3.6,-18,.,19
CCCCOc1ccc(-c2nnn(CCC(=O)N3CCOCC3)n2)cc1,-3,11,2.8,-1,3.3,-9,-3.3,-4,-1.4,21
